High-throughput results as filed in PubChem.
Menin-MLL TR inh: menin-MLL binding inhibition, Texas Red mutant peptide. AID 1768. O00255. 0.23% of 270,000 active. Potency, µM (top dose mostly 61.6 µM), without a hit: top-dose FP activity change, negative = inhibition, usual class: inhibitors. Menin + Texas Red MLL mutant peptide, fluorescence polarization; active = well fitted inhibition curve with a large enough effect in the polarisation, with a control signal flat, not every such curve was filed as active; inconclusive = small, poorly fitted or top-dose-only effect, or effect the other way, or a change in a side signal; inactive = no such curve, though single readings can be large or run the other way; the % refers to the polarisation; also: potency is read from the fitted curve at half-maximal effect; % of control where 0% means no effect; many of its hits are not listed in these tables
TSHR antagonist: antagonists of human thyroid stimulating hormone receptor; TSHR-expressing cells, TSH-stimulated cAMP HTRF, 2 h; hits give low values; activity change, negative = inhibition, % at 11.5 µM; 0.2% of 330,000 active; AID 504810;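 active = activity change below a set negative limit, meaning inhibition stronger than a set level, cut at about -70% in these data; inconclusive = activity change between two set negative limits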; also: % is scaled to controls: 0 for no effect and ±100 for the full control effect
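TSHR-expressing cells were treated with compounds, then stimulated with TSH at EC80 (4nM final) for 2 hours at 37 deg C. Cellular cAMP was measured by HTRF competition between lysate cAMP and cAMP-d2 for a cryptate-labelled anti-cAMP antibody.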
MBNL1 CUG block: blocks human MBNL1 binding to CUG repeat RNA; 0.036% of 280,000 active; Q9NR56; TR-FRET MBNL1-His/biotin-(CUG)12 binding, 665/545 ratio; Potency, µM (highest dose often 57.5 µM), without a hit: top-dose activity change, negative = inhibition, most hits filed as inhibitors; active = well fitted inhibition curve with a large enough effect in the signal ratio, with a control signal flat, not every such curve was filed as active; inconclusive = small, poorly fitted or top-dose-only effect, or effect the other way, or a change in a side signal; inactive = no such curve, though single readings can be large or run the other way; the % refers to the signal ratio; also: potency is read from the fitted curve at half-maximal effect; % is scaled to controls: 0 for no effect and ±100 for the full control effect
Target sequence (Q9NR56 whole entry, looked up): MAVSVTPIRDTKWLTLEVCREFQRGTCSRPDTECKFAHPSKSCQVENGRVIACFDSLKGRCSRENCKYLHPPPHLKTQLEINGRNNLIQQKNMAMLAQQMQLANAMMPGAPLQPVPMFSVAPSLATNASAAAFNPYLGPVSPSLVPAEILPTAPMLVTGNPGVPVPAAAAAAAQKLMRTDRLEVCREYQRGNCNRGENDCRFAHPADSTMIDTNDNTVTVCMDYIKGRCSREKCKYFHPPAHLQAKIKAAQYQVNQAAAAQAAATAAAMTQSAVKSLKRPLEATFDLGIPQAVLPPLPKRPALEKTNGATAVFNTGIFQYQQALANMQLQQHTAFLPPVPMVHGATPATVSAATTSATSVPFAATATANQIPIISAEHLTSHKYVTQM
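Compounds (final 92 nM to 58 uM) are added to His-tagged MBNL1 and biotin-(CUG)12, then terbium anti-His antibody and streptavidin-XL665 (5 nM final). After 60 min at room temperature, the 665/545 nm ratio is read.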
USP2a inh: blocks human ubiquitin-specific protease USP2a; O75604; AID 463254; 0.01% of 330,000 active; USP2 core, Ub-CHOP2 coupled fluorogenic reporter, 485/531; Potency, µM (series often up to 38.3 µM), without a hit: at the top dose activity change, negative = inhibition, usual class: inhibitors;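 also: potency is read from the fitted curve at half-maximal effect; plate controls were DMSO wells for no effect and full inhibition by NEM control for full effect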
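Deubiquitinase activity read as fluorescence (485/531 nm) after Ub-CHOP2 cleavage activates the enterokinase reporter on its substrate; USP2 core 10nM, Ub-CHOP2 and substrate 25nM each, 30min compound preincubation then 60min RT; data normalized to NEM, curves fitted.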
GALK inh: blocks human galactokinase activity; P51570; Purified GALK, Kinase-Glo residual ATP luminescence; Potency, µM (doses to about 57.5 µM), for inactives: at the highest dose activity change, negative = inhibition, most hits filed as inhibitors; 0.007% of 270,000 active; AID 1868; also: potency is read from the fitted curve at half-maximal effect; % is scaled to controls: 0 for no effect and ±100 for the full control effect
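GALK at 5 nM final was combined with compound, 35 uM ATP and 100 uM galactose in HEPES pH8.0 with MgCl2 and DTT. The reaction ran one hour at room temperature before luminescent ATP detection.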
Mito fusion act: blocks mitochondrial division or promotes mitochondrial fusion; 0.23% of 320,000 active; Potency, µM (doses to about 46.1 µM), for the others: at the highest dose growth rescue (activation), usual class: activators; AID 485298; S. cerevisiae fusion-defective mutant growth rescue, CellTiterGlo 48 h;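 also: potency is read from the fitted curve at half-maximal effect; % of control where 0% means no effect; nearly all actives have a fitted effect of over 45% in size; temperature-sensitive fusion mutants such as fzo1-1 at 37 °C on non-fermentable ethanol glycerol medium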
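Read-out: ATP-based luminescence (CellTiterGlo, 10 min ambient) reporting growth of fusion-defective ts yeast after 48 hours at 37C on glycerol/ethanol YPEG medium in the presence of compound.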
PKM2 activator: PKM2 (human) enzyme activation. Potency, µM (titrated, usually from 57.5 µM), without a hit: at the top dose activation, most hits filed as activators. P14618. 0.34% of 260,000 active. purified PKM2, Kinase-Glo ATP luminescence, activation; response scale: 0% is enzyme alone, no compound; also: potency is read from the fitted curve at half-maximal effect; % is scaled to controls: 0 for no effect and ±100 for the full control effect; nearly all actives have a fitted effect of over 55% in size
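Purified hPK-M2 (>95% pure) converted ADP (0.1 mM final) to ATP with 0.5 mM PEP in 50 mM imidazole pH7.2, KCl, MgCl2, Tween 20, BSA; 1 h at room temperature. ATP detected by Kinase-Glo luminescence.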
Eya2 phos inh: Eya2 (human) phosphatase inhibition | AID 488837 | O00167 | 0.006% of 330,000 active | recombinant Eya2, OMFP fluorescence dephosphorylation (OMFP is methylfluorescein phosphate) | Potency, µM (doses to about 76.9 µM), for inactives: at the top dose activity, negative = inhibition, usual class: inhibitors; also: potency is read from the fitted curve at half-maximal effect; % is scaled to controls: 0 for no effect and ±100 for the full control effect
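Eya2 protein (added as 0.2 uM solution) was preincubated with compound for 10 min at ambient temperature in 50 mM HEPES pH 7.5, 50 mM NaCl, 5 uM MgCl2, 0.05% BSA, 1 mM DTT. OMFP (added at 50 uM) then reacted 10 min; fluorescence read at 485/525 nm.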
BCR signal inh: blocks chronic active B-cell receptor signaling. Potency, µM (series often up to 46.1 µM), inactives show at the highest dose ratio change, negative = lower green/red ratio, usual class: inhibitors. ABC-DLBCL IkBa-CBG/CBR reporter, luminescence ratio, 4 h. AID 493014. 0.05% of 340,000 active; active = well fitted inhibition curve with a large enough effect in the signal ratio, with a control signal flat, not every such curve was filed as active; inconclusive = small, poorly fitted or top-dose-only effect, or effect the other way, or a change in a side signal; the % refers to the signal ratio;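 also: potency is read from the fitted curve at half-maximal effect; plate controls were basal doxycycline-induced cells for no effect and cells given 10 µM MG132 for full effect; MG132 reads +100%, hits lower the ratio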
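Compounds up to 46 uM were incubated four hours with TMD8 cells whose green CBG68 luciferase is fused to IkappaBalpha; red CBR luminescence normalised the signal, and concentration-effect curves were fitted to fusion, red and ratio data.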
hERG WT inh: inhibitors of human wildtype KCNH2 potassium channel; Q12809; U2OS, BacMam KCNH2, thallium flux FluxOr; hits give low values; activity change, % at 1.84 µM; 0.37% of 340,000 active; AID 720551;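 active = maximum activity change below -70%; inconclusive = maximum activity change between -70% and -50%; inactive = maximum activity change above -50%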; also: % is scaled to controls: 0 for no effect and ±100 for the full control effect
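U2OS cells transduced with wild-type KCNH2 virus are loaded with FluxOr dye for 45 min, and thallium flux is measured in kinetic reads before and after stimulation buffer. Rate constants are normalized to DMSO controls.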
S-ASM inh: blocks human secretory acid sphingomyelinase | P17405 | placental ASM, HMU-PC fluorogenic substrate, 60 min | Potency, µM (top dose mostly 57.5 µM), for inactives: top-dose activity change, negative = inhibition, most hits filed as inhibitors | 0.006% of 340,000 active | AID 504937; also: potency is read from the fitted curve at half-maximal effect
Target sequence (P17405 47-631 limits assumed): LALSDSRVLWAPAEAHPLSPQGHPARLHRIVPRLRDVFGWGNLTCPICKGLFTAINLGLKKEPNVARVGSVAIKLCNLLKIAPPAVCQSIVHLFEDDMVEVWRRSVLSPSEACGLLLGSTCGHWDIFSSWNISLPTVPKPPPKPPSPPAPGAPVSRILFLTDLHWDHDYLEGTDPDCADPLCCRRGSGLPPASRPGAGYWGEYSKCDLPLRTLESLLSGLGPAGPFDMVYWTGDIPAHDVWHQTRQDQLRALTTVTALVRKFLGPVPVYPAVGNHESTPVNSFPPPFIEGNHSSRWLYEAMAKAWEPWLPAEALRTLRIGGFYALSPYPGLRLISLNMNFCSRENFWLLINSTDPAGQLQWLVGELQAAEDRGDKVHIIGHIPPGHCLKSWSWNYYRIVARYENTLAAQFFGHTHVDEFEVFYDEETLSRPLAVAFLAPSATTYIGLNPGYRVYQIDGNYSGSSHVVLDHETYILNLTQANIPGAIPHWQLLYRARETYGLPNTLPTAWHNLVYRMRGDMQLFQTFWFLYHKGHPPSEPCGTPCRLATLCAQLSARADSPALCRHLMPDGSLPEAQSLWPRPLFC
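Steps: dispense placental human ASM, pin compound, wait 10 min at room temperature, add HMU-PC0 substrate at 9 uM final, incubate 60 min at 37 °C, add stop solution raising pH to 10, read fluorescence.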
The depositor's hits bear a star; i = inactive; ? = inconclusive; · = no result given; [ ] = remark or other dose. Unless noted, calls follow the shape of the dose curve; as a rule, active = well fitted curve in the direction sought with a large enough effect; inconclusive = small, poorly fitted or top-dose-only effect, or another doubt; inactive = no such curve, though single readings can be large; an effect the other way counts as inactive or inconclusive. A portion of the library; count on the stated rates, not on these rows.

Below each compound – MBNL1 CUG block | PKM2 activator | hERG WT inh | BCR signal inh | Eya2 phos inh | Menin-MLL TR inh | Mito fusion act | TSHR antagonist | GALK inh | USP2a inh | S-ASM inh
#1 COc1ccc(S(=O)(=O)NN(C)C(=O)c2nn(-c3ccccc3)ccc2=O)cc1
  ? | -1% | 6 | 5% | 2% | 1% | 2% | -15 | 1% | -1% | 2%
#2 COC(=O)c1ccc(N=NNc2cccc(Br)c2)cc1
  · | 1% | -2 | ? | 7% | ? | -2% | -8 | 1% | 1% | 0%
#3 CC(=O)Nc1ccc(NC(=O)C(C)OC(=O)c2ccc(S(=O)(=O)N3CCCCCC3)cc2)cc1 (stereo not drawn)
  · | · | -3 | 3% | -4% | · | · | -2 | · | 3% | 1%
#4 Cc1sc2ncnc(SCC(=O)NC(C)C(C)C)c2c1C (stereo not drawn)
  0% | -6% | 6 | 8% | 7% | ? | ? | -7 | 10% | 0% | 4%
#5 Cc1c(OCC(=O)NCC(O)c2ccccc2)ccc2c3c(c(=O)oc12)CCCC3 (stereo not drawn)
  1% | 1%[0.46 µM] | 6 | 12% | -7% | 2% | 18% | -33 | 0% | 4% | -11%
#6 c1cc(-c2cccs2)nc(-c2cccs2)c1
  -8%[11.5 µM] | -2% | i | ? | -5% | ? | -2% | -4 | · | 1% | 3%
#7 Cc1cccc(CCNC(=O)C2CCN(S(=O)(=O)c3cccc4nsnc34)CC2)c1
  ? | -1% | 3 | 3% | -3% | -10% | 3% | 0 | 1% | 2% | 1%
#8 O=C(Nc1ccccc1C(=O)NC(Cc1ccccc1)C(=O)O)c1ccco1 (stereo not drawn)
  -4% | · | -8 | 3% | 4% | 14% | 1% | -8 | 1% | 4% | 2%
#9 Cc1ccc(C)c(NC(=O)C2CC(O)CN2C(=O)Oc2ccccc2)c1 (stereo not drawn)
  1% | 0% | -14 | -4% | -4% | -6% | 0% | 4 | -3% | 10% | 5%
#10 CCC(C)NCCOc1ccccc1C (stereo not drawn)
  -5% | -15% | -3 | 4% | -4% | 15% | 0% | 12 | 5% | -2% | -2%
#11 Cc1c(C(=O)COC(C)(C)C)[nH]c2ccccc12
  24% | 0% | -6 | 3% | -33% | 7% | 5% | -41 | 0% | 0% | -2%
#12 Cc1nn(-c2ccccc2)c(N2CCCC2)c1/C=N/Nc1ccc(S(N)(=O)=O)cc1[N+](=O)[O-]
  ? | -9% | -2 | 0% | -3% | -9% | -2% | 2 | · | 1% | -28%
#13 O=C(c1ccccc1)c1ccc(Cn2cc(CCCO)nn2)cc1
  -8% | 4% | -1 | ? | 5% | -26% | 3% | 9 | · | -2% | 0%
#14 CCC/C(O)=C1\C(=O)CC(C)(C)CC1=Nc1ccc(OC)cc1
  0% | -2% | -1 | ? | -4% | 2% | -2% | 19 | -1% | -1% | -1%
#15 O=C(COc1ccc(Br)cc1)N/N=C1\SCC(=O)N1c1ccc(F)cc1
  -1% | -1% | -8 | 13% | -5% | -5% | 0% | -11 | -2% | 1% | 5%
#16 COc1ccccc1NS(=O)(=O)c1cccc(N2CC(O)=C(c3ccccc3)C2=N)c1
  · | ? | -3 | 7% | -1% | -18% | -32%[inhibitor] | -11 | 0% | 1% | 6%
#17 O=C(NC12CC3CC(CC(C3)C1)C2)c1ccccc1
  -1% | -5% | -9 | -2% | -8% | -16% | 21% | -17 | -1% | 1% | -1%
#18 Cc1cc(-c2nnc(SCC(=O)Nc3ccc(S(N)(=O)=O)cc3)n2N)n[nH]1
  -9% | · | -1 | -4% | -8% | · | 0% | 10 | 3% | 0% | 5%
#19 CCN(CC)C(=O)CC(c1ccc(F)cc1)c1ccc(OC)cc1 (stereo not drawn)
  -5% | -3% | -3 | -3% | -23% | -5% | 3% | 4 | 0% | 6% | 4%
#20 O=c1[nH]c2ccccc2c(O)c1O
  -13% | -15% | -4 | ? | -9% | 8% | 1% | 19 | 1% | 2% | -1%
#21 CC(=O)Nc1nnc(-c2ccco2)o1
  -1% | 4% | -12 | 0% | -3% | 6% | 1% | -6 | -3% | 0% | 2%
#22 NC(=O)c1ccc[n+](CC(=O)Nc2ccccc2C(=O)O)c1
  0% | · | 15 | 10% | -9% | -26% | 7% | 0 | 14% | 4% | -3%
#23 CC(C)C(NS(=O)(=O)c1cccs1)C(=O)Nc1nc(C(C)(C)C)cs1 (stereo not drawn)
  -8% | 17% | -4 | -1% | -7% | 3% | 3% | -16 | 1% | 1% | -3%
#24 COc1ccc(S(=O)(=O)N(C)C[C@H]2Oc3c(NS(=O)(=O)c4ccc(F)cc4)cccc3C(=O)N([C@H](C)CO)C[C@@H]2C)cc1
  · | · | -6 | 0% | -9% | · | · | -7 | · | 8% | 0%
#25 CN1CCN(c2ccc(C(CC(N)=O)NC(=O)c3ccccc3)cc2[N+](=O)[O-])CC1 (stereo not drawn)
  3% | 5% | 7 | 12% | -5% | -2% | 2% | 8 | · | 0% | 1%
#26 CC(=O)NCCNC(=O)c1ccc(Cn2c(=O)[nH]c3ccsc3c2=O)cc1
  1% | · | -3 | -5% | -29% | 5% | 2% | 7 | · | -3% | -1%
#27 Cn1c2cc(B(O)O)sc2c2cnn(Cc3ccc(F)cc3F)c(=O)c21
  · | · | · | ? | 15% | · | 9% | -28 | · | 1% | ·
#28 CCOc1ccc(NC(=O)Cn2nnc3c(cnn3-c3ccc(F)cc3)c2=O)cc1
  3% | 0% | · | 0% | 11% | 9% | 4% | 3 | -1% | 2% | -1%
#29 COc1ccccc1C(=O)Nc1sc2c(c1C(N)=O)CCCC2
  96%[activator] | -3% | -9 | -1% | -21% | 21% | 1% | -13 | -2% | 1% | 27%
#30 COc1ccccc1CNC(=O)CCNC(=O)Cn1ccc2ccccc2c1=O
  4% | 11% | -1 | ? | -33% | 37% | -5% | 3 | -1% | 3% | 2%
#31 CC(C)C(=O)N1N=C(c2ccc(NS(C)(=O)=O)cc2)CC1c1cccs1 (stereo not drawn)
  40%[activator] | 0% | -5 | -5% | 0% | 6% | 6% | 3 | 1% | 3% | 246%[activator]
#32 NCc1cccc(-n2cccn2)c1
  -4% | -4% | -11 | 1% | 15% | 0% | 3% | 4 | -2% | -1% | -2%
#33 CCc1noc(C)c1C(=O)Nc1ccc(C)c(S(=O)(=O)N2CCCCCC2)c1
  · | · | 4 | -25% | 1% | · | 14% | -22 | · | 2% | ·
#34 NC(=O)CSc1nnc(-c2ccoc2)o1
  10% | 2% | -6 | 1% | 9% | 0% | 3% | 0 | 10% | -1% | 2%
#35 CCN(C(=O)CSc1nc(N)cc(=O)[nH]1)C1CCS(=O)(=O)C1 (stereo not drawn)
  · | · | 2 | 1% | -1% | · | -1% | 12 | · | 2% | 1%
#36 COc1ccc(/C=N/Nc2nc(Nc3ccccc3)nc(N3CCCCC3)n2)c(OC)c1
  6% | 2% | 8 | 1% | -4% | ? | 0% | -25 | 3% | 4% | -23%

Filtered by structure: those above with a nitro group on carbon
Below each compound – MBNL1 CUG block | PKM2 activator | hERG WT inh | BCR signal inh | Eya2 phos inh | Menin-MLL TR inh | Mito fusion act | TSHR antagonist | GALK inh | USP2a inh | S-ASM inh
#12 Cc1nn(-c2ccccc2)c(N2CCCC2)c1/C=N/Nc1ccc(S(N)(=O)=O)cc1[N+](=O)[O-]
  ? | -9% | -2 | 0% | -3% | -9% | -2% | 2 | · | 1% | -28%
#25 CN1CCN(c2ccc(C(CC(N)=O)NC(=O)c3ccccc3)cc2[N+](=O)[O-])CC1 (stereo not drawn)
  3% | 5% | 7 | 12% | -5% | -2% | 2% | 8 | · | 0% | 1%
